Screening results as filed in PubChem.
MCF10A rereplic = DNA re-replication induction in MCF 10a cells; MCF 10A DNA re-replication, Hoechst nuclear intensity, 48 h; Potency, µM (doses to about 46.1 µM), for the others: at the highest dose activity, positive = re-replication, usual class: activators; 350,000 tested, 2.9% active; also: % of control where 0% means no effect; nearly all actives have a fitted effect of over 50% in size
Nrf2 block = blocks Nrf2 signaling. A549 ARE-Fluc reporter, luciferase luminescence, 18-24 h. Potency, µM (series often up to 46 µM), for inactives: top-dose activity change, negative = inhibition, usual class: inhibitors. 360,000 tested, 2.1% active. AID 504444; also: % is scaled to controls: 0 for no effect and ±100 for the full control effect; nearly all actives have a fitted effect of over 60% in size
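Reporter: ARE-Fluc in A549. Exposure: 18-24 h, 37 °C, 5% CO2, 5% FBS OPTI-MEM. Readouts: fluorescent cytotoxicity (CellTiter-Fluor), then luminescent Nrf2 signal after BugLite.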
HepG2 tox = kills HepG2 cells in TGF-b inhibitor counter-screen; HepG2 CAGA-GFP viability, ATP luminescence, 18 h; Potency, µM (doses to about 46.1 µM), for inactives: top-dose activity change, negative = cytotoxicity, most hits filed as cytotoxic; 410,000 tested, 0.76% active; AID 588856; also: some results filed as inactive show a strong effect at the top dose
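HepG2 CAGA-GFP cells (1000/well, DMEM with 1% FBS) received compound, then TGF-beta at 500 pg/mL final, and were incubated 18 hours at 37 degrees C. Viability was read by CellTiter-Glo luminescence. Media-only wells were set as complete cell-killing and DMSO as no toxicity.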
EPAC2 antagonist = EPAC2 (human) antagonism | Q8WZA2 | EPAC2 GEF exchange of Rap1B-BODIPY-GDP, fluorescence | Potency, µM (top dose mostly 114 µM), without a hit: top-dose activity, negative = inhibition, actives largely listed as inhibitors | 360,000 tested, 0.18% active; also: % is scaled to controls: 0 for no effect and ±100 for the full control effect; nearly all actives have a fitted effect of over 45% in size; many of its hits are not listed in these tables
Target sequence (Q8WZA2 whole entry, looked up): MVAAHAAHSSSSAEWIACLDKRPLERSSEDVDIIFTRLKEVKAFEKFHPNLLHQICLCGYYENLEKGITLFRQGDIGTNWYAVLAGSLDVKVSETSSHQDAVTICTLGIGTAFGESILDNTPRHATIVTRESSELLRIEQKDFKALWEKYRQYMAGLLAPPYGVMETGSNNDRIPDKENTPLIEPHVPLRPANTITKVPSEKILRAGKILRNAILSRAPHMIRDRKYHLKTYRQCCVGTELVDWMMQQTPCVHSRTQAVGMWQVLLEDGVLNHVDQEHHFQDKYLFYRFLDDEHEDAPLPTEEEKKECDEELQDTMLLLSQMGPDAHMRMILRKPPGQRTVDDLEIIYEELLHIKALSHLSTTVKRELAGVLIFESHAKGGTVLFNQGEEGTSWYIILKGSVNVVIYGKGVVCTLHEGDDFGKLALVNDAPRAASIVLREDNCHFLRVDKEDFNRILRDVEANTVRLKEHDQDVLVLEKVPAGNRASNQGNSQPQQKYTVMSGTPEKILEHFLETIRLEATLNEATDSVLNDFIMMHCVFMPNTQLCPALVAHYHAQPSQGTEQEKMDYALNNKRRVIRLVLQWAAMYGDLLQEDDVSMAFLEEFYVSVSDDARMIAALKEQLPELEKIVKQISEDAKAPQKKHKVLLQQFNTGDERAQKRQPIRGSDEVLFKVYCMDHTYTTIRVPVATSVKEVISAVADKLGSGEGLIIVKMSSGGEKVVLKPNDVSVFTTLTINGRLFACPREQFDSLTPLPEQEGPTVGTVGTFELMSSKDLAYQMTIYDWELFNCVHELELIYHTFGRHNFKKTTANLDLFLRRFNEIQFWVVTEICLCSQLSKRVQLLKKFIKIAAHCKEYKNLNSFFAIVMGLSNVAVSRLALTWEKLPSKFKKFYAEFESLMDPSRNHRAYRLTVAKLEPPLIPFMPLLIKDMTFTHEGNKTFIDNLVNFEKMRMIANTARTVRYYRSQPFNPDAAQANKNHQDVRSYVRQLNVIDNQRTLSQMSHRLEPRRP
A549 viability = counter-screen for Nrf2 inhibitors: cytotoxicity in A549 cells | A549 ARE-Fluc cells, CellTiter-Fluor viability, 18-24 h | Potency, µM (doses to about 46 µM), for the others: at the highest dose activity change, negative = cytotoxicity, most hits filed as inhibitors | 390,000 tested, 0.16% active | AID 504648; also: % is scaled to controls: 0 for no effect and ±100 for the full control effect
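Cytotoxicity counterscreen: CellTiter-Fluor fluorescence was measured in A549 ARE_Fluc cells after 18-24 h of compound exposure in a concentration series. The subsequent BugLite luminescent read reports ARE-luciferase activity.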
ATXN2 expr inh = inhibitors of ATXN2 expression; HEK-293 ATXN2-luciferase reporter, luminescence, 24 h; Potency, µM (titrated, usually from 57 µM), inactives show top-dose activity change, negative = inhibition, most hits filed as inhibitors; 360,000 tested, 0.72% active; also: % is scaled to controls: 0 for no effect and ±100 for the full control effect; nearly all actives have a fitted effect of over 55% in size
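ATXN2-luciferase reporter cells (luciferase flanked by upstream and downstream ATXN2 gene portions) were treated 24 h at 37 °C with compounds at up to 57 uM. SteadyGlo luminescence gave expression; GF-AFC fluorescence gave viability.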
S2 tox = cell viability loss in ATXN counter-screen; S2 cells (HEK-293 line with an ATXN2-luciferase reporter) viability, CellTiter-Fluor protease fluorescence, 24 h; Potency, µM (titrated, usually from 56.7 µM), actives largely listed as cytotoxic; 400,000 tested, 0.49% active; also: nearly all actives have a fitted effect of over 40% in size
Nrf2 activator = Nrf2 pathway activation. AREc32 ARE-luciferase reporter (MCF7-derived line), luminescence, 24 h. Potency, µM (titrated, usually from 46.1 µM), for the others: at the top dose activation, most hits filed as activators. 410,000 tested, 0.31% active. AID 624171; also: % of control where 0% means no effect; nearly all actives have a fitted effect of over 65% in size
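ARE-driven firefly luciferase activity in AREc32 cells measured after a 24 hr compound exposure at 37 deg C, using Steady-Glo reagent and a 30 min room-temperature hold.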
TGFb SMAD3 inh = TGF-b pathway inhibition; HepG2 CAGA-GFP TGF-b/SMAD3 reporter, GFP fluorescence, 18 h; TGF-beta stimulated, 500 pg/mL final; Potency, µM (doses to about 46.1 µM), for the others: at the top dose activity, negative = inhibition, hits mostly inhibitors; 410,000 tested, 1.2% active; also: % is scaled to controls: 0 for no effect and ±100 for the full control effect; nearly all actives have a fitted effect of over 65% in size
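TGF-beta reporter screen: HEPG2 CAGA-GFP, 1% FBS, 500 pg/mL TGF-beta final, 18 h; per-cell GFP summed per well; curves fitted and categorized by class.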
Numbers without * were called inactive; i = inactive; ? = inconclusive; / = no result given; [ ] = another dose, or the depositor's remark. Calls follow the shape of the dose curve; as a rule, active = well fitted curve in the direction sought with a large enough effect; inconclusive = small, poorly fitted or top-dose-only effect, or another doubt; inactive = no such curve, though single readings can be large; an effect the other way counts as inactive or inconclusive. Potency is read from the fitted curve at half-maximal effect.

SMILES	MCF10A rereplic	Nrf2 block	HepG2 tox	EPAC2 antagonist	A549 viability	ATXN2 expr inh	S2 tox	Nrf2 activator	TGFb SMAD3 inh
Cc1c(C(=O)Nc2ccc(S(=O)(=O)Nc3ncccn3)cc2)oc2ccc(Cl)cc12	27%	-30%	-29%	5%	-5%	1%	i	0.4%	-4%
O=C(CSc1nnc(-c2cccnc2)o1)Nc1ccccn1	6%	20%	-14%	4%	-11%	-19%	i	0.4%	?
COC(=O)Cc1[nH]c(Cl)nc1C(N)=O	-12%	-2%	4%	-2%	-5%	3%	i	-0.2%	5%
Nc1ccc2nn(-c3cc([N+](=O)[O-])ccc3O)nc2c1	4%	3%	-19%	-3%	-8%	/	?	4.1%	2%
O=C(O)C1C2CCC(CC2)C1C(=O)O (configuration not stated)	0%	5%	11%	17%	1%	6%	i	-0.7%	-16%
O=C(Nc1nnc(SCc2cccc3ccccc23)s1)C1COc2ccccc2O1 (configuration not stated)	?	-9%	0%	-4%	1%	2%	i	-1.1%	0%
CC(=O)c1cccc(NC(=O)N2CC(C)OC(C)C2)c1 (configuration not stated)	-22%	16%	5%	6%	2%	-1%	i	0.8%	4%
COc1ccc(-c2oc3c(c2-c2cnc(OC)nc2)C(O)CC3)cc1 (configuration not stated)	/	/	/	6%	/	-7%	i	-0.8%	/
Cc1oc(/C=N/NS(=O)(=O)c2ccccc2)cc1Br	28%	-2%	-20%	0%	0%	39%[activator]	i	18%	-10%
CN(C)CCCN(Cc1ccc2c(c1)OCO2)C(=O)NC1CCCCC1	-2%	2%	0%	10%	5%	7%	i	-0.4%	0%
NC(=O)NOCc1c(F)cccc1Cl	-2%	-3%	6%	23%	-10%	0%	i	2.1%	4%
Cc1ccc2nc(/C(C#N)=C/c3ccc(-c4ccccc4C(=O)O)o3)[nH]c2c1	27%	3%	-11%	5%	-3%	/	/	2.0%	27%
COc1ccc(C2C3C=CCCC3(C)C(=O)N2Cc2ccccc2)cc1Cl (configuration not stated)	/	?	-43%	/	5%	/	/	/	14µM*
Cc1cccc(CCNC(=O)CCc2nc(-c3ccccc3F)no2)c1	-9%	-18%	-23%	-1%	0%	-1%	i	-0.1%	18%
CSc1nnc(Cn2c(=O)sc3ccccc32)n1CCc1ccccc1	2%	-13%	-9%	?	8%	-9%	?	3.5%	-1%
CC1CCN(CCC(=O)Nc2ccc(Cl)cc2)CC1	1%	-8%	-2%	3%	2%	-16%	i	0.4%	-1%
Cc1cccc(-n2cc(CN3CCCN(C=O)CC3)c(-c3cccc(F)c3)n2)c1	14%	9%	-31%	-2%	-6%	10%	i	3.8%	-19%
CCn1c(=O)cc(SCC(=O)Nc2ccc3c(c2)OCO3)c2ccccc21	-4%	/	-21%	6%	-14%	36%	i	3.4%	0%
Cc1ccc(Nc2nc(Cl)nc(NC3CCCCC3)n2)cc1	?	-7%	-26%	-19%	?	28%	i	4.8%	-26%
CCC(=O)CCC(=O)c1ccc2ccccc2c1	9%	?	-15%	-1%	4%	42%[activator]	i	7.4%	-8%

A section from the list above, as a working copy:
SMILES	MCF10A rereplic	Nrf2 block	HepG2 tox	EPAC2 antagonist	A549 viability	ATXN2 expr inh	S2 tox	Nrf2 activator	TGFb SMAD3 inh
Cc1ccc(Nc2nc(Cl)nc(NC3CCCCC3)n2)cc1	?	-7%	-26%	-19%	?	28%	i	4.8%	-26%
CCC(=O)CCC(=O)c1ccc2ccccc2c1	9%	?	-15%	-1%	4%	42%[activator]	i	7.4%	-8%

New compounds follow:
SMILES	MCF10A rereplic	Nrf2 block	HepG2 tox	EPAC2 antagonist	A549 viability	ATXN2 expr inh	S2 tox	Nrf2 activator	TGFb SMAD3 inh
CNC(=O)CSc1nc2sccc2c(=O)n1-c1ccccc1	-1%	-6%	-23%	-6%	-6%	-8%	i	2.1%	-7%
Cc1ccccc1CN(CC(=O)Nc1cccc([N+](=O)[O-])c1)S(=O)(=O)c1ccc(Cl)cc1	16%	?	-28%	0%	-28%	-35%	?	4.1%	11µM*
COc1cccc(C2/C(=C(/O)c3cnn(-c4ccccc4)c3C)C(=O)C(=O)N2CCN(C)C)c1OC (configuration not stated)	-16%	0%	8%	-1%	0%	1%	i	-0.7%	12%
CSCC[C@H](NC(=O)Nc1ccc(Oc2ccccc2)cc1)C(=O)O	-12%	4%	2%	8%	2%	-7%	i	-0.5%	12%
O=C1NC(=O)C(=Cc2ccc(Cl)cc2Cl)S1	?	?	-18%	?	1%	3%	i	8.8%	?
CCCC(=O)NC(c1ccccc1Cl)c1c(O)ccc2ccccc12 (configuration not stated)	14%	-25%	-23%	2%	-15%	-4%	i	4.6%	0%
CN(C)C(=O)c1ccc(Nc2nc(-c3cccs3)nc3ccccc23)cc1	?	-18%	-7%	3%	0%	-17%	i	-0.4%	-4%
CCN(CC)CCOC(=O)c1ccc(NC(=O)CNC(=O)C2CCCCC2)cc1	8%	2%	-8%	-2%	-5%	8%	i	0.0%	3%
N#Cc1c(SCC(=O)O)nc(-c2ccccc2)c2c1CCCC2	-1%	7%	-6%	6%	-9%	4%	i	0.5%	?
CCn1c(SCC(=O)Nc2ccccc2)nc2c([nH]c3ccccc32)c1=O	/	/	-21%	/	-1%	5%	i	6.4%	-9%
CSc1ccccc1C(=O)NCCOc1ccccc1C	0%	-1%	-3%	-10%	2%	10%	i	0.3%	-4%
COc1ccccc1NC(=O)COC(=O)c1c[nH]c2ccccc12	5%	?	-34%	-10%	1%	-11%	i	4.8%	-4%
O=C(OCc1ccc([N+](=O)[O-])cc1)C1CC(=O)N(CCc2ccccc2)C1 (configuration not stated)	2%	2%	-3%	-13%	1%	-7%	i	4.9%	-12%
CC(Oc1cccc(Cl)c1)C(=O)Nc1ccc(S(=O)(=O)N(C)C2CCN(C)CC2)cc1 (configuration not stated)	?	-5%	-59%	-6%	-8%	-16%	i	7.7%	-23%
CCOc1ccc(NC(=O)NCc2ccccn2)cc1	0%	13%	2%	3%	-1%	8%	i	-0.5%	-19%
Cc1csc(NC(=O)c2cnccn2)n1	-1%	17%	-25%	0%	3%	26%	?	-0.1%	0%
CC(C)c1nc2sc3c(SCCN(C)C)ncnc3c2c2c1CCC2	2%	0%	-26%	-9%	5%	0%	i	-0.2%	-20%
NC(=O)C1CCN(CCC(=O)Nc2ccc3c(c2)CCC3)CC1	4%	-4%	-12%	-2%	4%	1%	i	0.5%	21%
COc1ccc(CC(=O)NC(C)c2nnc(SCC(=O)c3ccc(Br)cc3)n2C)cc1 (configuration not stated)	1%	11%	5%	1%	-7%	-5%	i	18%	?
C[C@@H]1CN([C@@H](C)CO)C(=O)CCCn2nncc2CO[C@@H]1CN(C)S(=O)(=O)c1cccc(C#N)c1	/	/	14%	11%	/	2%	i	0.1%	12%

Compound profiles, from the list above. Values in the order: MCF10A rereplic | Nrf2 block | HepG2 tox | EPAC2 antagonist | A549 viability | ATXN2 expr inh | S2 tox | Nrf2 activator | TGFb SMAD3 inh
COc1ccc(CC(=O)NC(C)c2nnc(SCC(=O)c3ccc(Br)cc3)n2C)cc1 (configuration not stated) is listed as 1% | 11% | 5% | 1% | -7% | -5% | i | 18% | ?
CCOc1ccc(NC(=O)NCc2ccccn2)cc1 is listed as 0% | 13% | 2% | 3% | -1% | 8% | i | -0.5% | -19%
CCn1c(SCC(=O)Nc2ccccc2)nc2c([nH]c3ccccc32)c1=O is listed as / | / | -21% | / | -1% | 5% | i | 6.4% | -9%
CN(C)C(=O)c1ccc(Nc2nc(-c3cccs3)nc3ccccc23)cc1 is listed as ? | -18% | -7% | 3% | 0% | -17% | i | -0.4% | -4%
CCN(CC)CCOC(=O)c1ccc(NC(=O)CNC(=O)C2CCCCC2)cc1 is listed as 8% | 2% | -8% | -2% | -5% | 8% | i | 0.0% | 3%

Other structures:
SMILES	MCF10A rereplic	Nrf2 block	HepG2 tox	EPAC2 antagonist	A549 viability	ATXN2 expr inh	S2 tox	Nrf2 activator	TGFb SMAD3 inh
CCCn1c(=O)c2sccc2n2c(CCCC(=O)NCc3cccnc3)nnc12	0%	-4%	4%	5%	1%	-1%	i	0.3%	2%
Cc1ccc(NC(=S)N2CCN(C3CCCCC3)CC2)cc1	-5%	8%	-2%	5%	2%	-7%	i	-0.4%	0%
O=C(O)c1ccc(COc2ccccc2/C=C2\NC(=O)N(Cc3ccccc3F)C2=O)cc1	-5%	?	-10%	-10%	-6%	-1%	i	0.7%	-3%
O=C(COC(=O)CNC(=O)C12CC3CC(CC(C3)C1)C2)NC1CCS(=O)(=O)C1 (configuration not stated)	11%	0%	-11%	-6%	1%	6%	i	0.1%	6%
CC1=C(C(=O)Nc2ccc(C)cc2)C(c2cccs2)NC(=S)N1 (configuration not stated)	5%	13%	-2%	-4%	-1%	33%	i	4.4%	2%
C(=N\Nc1nccc(-c2cccnc2)n1)/c1ccccc1	-4%	?	-38%	0%	?	/	i	6.0%	?
COc1ccc(CCN(Cc2ccccn2)C(=S)Nc2ccc(C)cc2)cc1OC	10%	-11%	-32%	1%	-5%	-21%	i	2.9%	-24%
CCn1c(CN2CCN(c3ccc(Cl)cc3)CC2)nc2ccccc21	12%	?	-26%	-6%	-7%	/	/	3.2%	?
Cc1ccc(N(Cc2ccccc2)C(=O)c2ccc(F)cc2)cc1	-1%	13%	-21%	?	4%	19%	i	0.7%	-4%
COc1ccc2[nH]c(=O)c(CN(C(=O)c3ccco3)C3CCCCC3)cc2c1	0%	/	-2%	-6%	-12%	14%	i	-0.7%	-4%
O=C(O)CNC(=S)NCc1ccccc1	2%	-1%	3%	3%	-2%	14%	i	-0.3%	15%
CCCCCCCCn1c2c(c(=N)c3c1CCC3)CCCC2	?	9.2µM*	-58%	-15%	?	0.89µM*	?	1.9%	8.9µM*
C=CCc1cc(/C=C/c2nc(O)c([N+](=O)[O-])c(=O)[nH]2)cc(OC)c1O	2%	2%	9%	-2%	?	-30%	?	2.9%	8%
O=C1Nc2ccccc2C1(O)Cc1ccccn1 (configuration not stated)	-14%	1%	0%	2%	1%	17%	i	0.0%	-8%
NC(N)=N/N=C(\N=Nc1ccccc1)c1cccc2cccnc12	5%	?	-9%	8%	-10%	-24%	?	16%	?
CCn1cc([N+](=O)[O-])c(C(=O)N2N=C(c3cccc4ccccc34)CC2c2ccccc2O)n1 (configuration not stated)	12%	?	-55%	-13%	?	?	?	2.3%	13µM*
CCOc1ccccc1N1CCN(C(=O)c2ccc(NS(=O)(=O)c3ccc4[nH]c(=O)[nH]c4c3)cc2)CC1	-25%	-11%	-4%	-9%	9%	-8%	i	0.6%	-1%

Some of the compounds tested, so the mix of outcomes need not match the whole.
